Screening results as filed in PubChem BioAssay.
RGS4 pot: potentiators or activators of RGS4; 310,000 tested, 0.92% active; HEK293 M3R/inducible RGS4, carbachol calcium flux Fluo4; stronger effect = lower value; B-score at 10 µM;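 active = B-score of the integrated calcium signal more than 4 SD below the library mean, with starting fluorescence not abnormally high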;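 also: negative B-score means reduced calcium response which marks RGS4 activation or potentiation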
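Also added: carbachol at ECmax as muscarinic agonist stimulus; Assay system: HEK293 cells with stable M3R and inducible RGS4; Timing: overnight RGS4 induction, 30 min dye load 37 °C, 20 min compound RT; Measured by: Fluo4-AM (2 µM) calcium-flux fluorescence, kinetic read.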
KCNQ1 act: potentiates or activates the human KCNQ1 potassium channel. P51787. CHO-K1 KCNQ1, thallium flux FluxOR fluorescence; stronger effect = higher value. B-score at 10 µM. 310,000 tested, 0.35% active. AID 2648;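 active = fluorescence ratio B-score, a plate-corrected score, at least three library SD, with initial intensity B-score within 5 SD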
Target sequence (P51787 whole entry, looked up): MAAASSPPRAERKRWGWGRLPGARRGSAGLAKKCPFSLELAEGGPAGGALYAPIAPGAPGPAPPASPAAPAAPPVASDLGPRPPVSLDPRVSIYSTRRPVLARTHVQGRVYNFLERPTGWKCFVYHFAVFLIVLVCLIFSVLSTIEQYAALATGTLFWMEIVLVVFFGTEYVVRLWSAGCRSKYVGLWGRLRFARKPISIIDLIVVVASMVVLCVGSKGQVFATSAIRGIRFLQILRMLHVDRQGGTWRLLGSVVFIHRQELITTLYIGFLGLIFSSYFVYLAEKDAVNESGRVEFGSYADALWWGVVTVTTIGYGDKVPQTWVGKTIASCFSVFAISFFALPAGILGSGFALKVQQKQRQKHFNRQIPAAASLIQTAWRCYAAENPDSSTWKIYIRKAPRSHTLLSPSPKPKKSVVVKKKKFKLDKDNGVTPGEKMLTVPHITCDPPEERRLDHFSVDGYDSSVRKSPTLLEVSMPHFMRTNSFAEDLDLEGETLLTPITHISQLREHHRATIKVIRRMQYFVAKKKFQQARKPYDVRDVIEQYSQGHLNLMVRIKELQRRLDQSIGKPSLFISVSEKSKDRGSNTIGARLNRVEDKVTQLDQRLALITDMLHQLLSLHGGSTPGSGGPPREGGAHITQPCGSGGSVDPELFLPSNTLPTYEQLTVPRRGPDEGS
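Assay system: CHO-K1 cells stably expressing KCNQ1. Medium: assay buffer for compound exposure, DMSO matched across wells. Timing: 37 °C overnight plating, 90-min dark dye load, 20-min compound pretreatment. Signal: kinetic FluxOR fluorescence, 10 s baseline plus 110 s post-stimulus.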
KCNK9 block: blocks the human KCNK9 two-pore domain potassium channel; Q9NPC2; HEK293 KCNK9, FluxOR thallium flux fluorescence; stronger effect = lower value; 310,000 tested, 1.2% active; B-score at 10 µM; AID 488922;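 active = ratio B-score over 3 SD below the library mean, with starting fluorescence within 5 SD of its mean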;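 also: negative B-score means less thallium flux so channel inhibition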
GSK3A inh: blocks human GSK-3 alpha kinase; AID 2650; ADP-Glo luminescence, 60 min; inhibition, % at 10 µM; 320,000 tested, 0.1% active; P49840;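 in the data active = inhibition above about 50%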;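 also: GST-tagged GSK-3 alpha with peptide substrate and 25 µM ATP; 0% = DMSO neutral wells and 100% = GW8510 positive control wells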
hERG rescue: compounds protecting human hERG from proarrhythmic drug block | CHO-hERG, FluxOR thallium flux, dofetilide IC70 present | AID 1511 | Q12809 | activation (rescue from dofetilide block), less the hit threshold, % at 10 µM | 310,000 tested, 0.51% active;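 active = activation above the mean of controls blocked by dofetilide plus 5 SD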;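 also: thallium influx through hERG after potassium depolarization seen as dye fluorescence rise; in these data hits start at about 4.7%; inactives centre near -7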
RGS4 inh: human RGS4 inhibition | AID 463165 | 310,000 tested, 0.45% active | P49798 | B-score at 10 µM | HEK293 M3R/RGS4 inducible, Fluo-4 calcium flux; stronger effect = higher value; triggered by carbachol at its EC20;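 active = B-score, a plate-corrected calcium signal, over three deviations above library mean, with baseline fluorescence within five deviations of library mean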;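 also: RGS4 expression induced by doxycycline in cells with stable M3 receptor; B-score is computed from the integrated fluorescence ratio over baseline after carbachol; higher B-score means a larger calcium signal and so more RGS4 inhibition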
KCNQ1 inh: inhibitors of human KCNQ1 potassium channel | P51787 | CHO-K1 KCNQ1, FluxOR thallium flux fluorescence; stronger effect = higher value | B-score at 10 µM | 310,000 tested, 1.3% active | AID 2642;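 active = compounds whose thallium flux B-score, printed positive for inhibition, exceeds three library SD while starting fluorescence stays within three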;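 also: channel opened by potassium depolarization with thallium stimulus after 20 min compound exposure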
DYRK1A inh: Dyrk1A (rat) kinase inhibition; Q63470; ADP-Glo luminescence, NFATc1 peptide; inhibition, % at 12.5 µM; 310,000 tested, 0.43% active; in the data active = inhibition above about 50%;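 also: plate controls were vehicle with enzyme for no effect and no enzyme for full effect; many of its hits are not listed in these tables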
PolyA inh: inhibitors of polyadenylation in S. cerevisiae; calls only at 12 µM; 300,000 tested, 0.02% active; S. cerevisiae SKY197-pL101 polyadenylation reporter, beta-gal luminescence; efflux-impaired pdr1/pdr3 knockout yeast; score 100 = 6 SD above DMSO;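 active = lowest replicate activity score at least 50, where 100 means six control SD above control mean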;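 also: yeast exposed to compound for 9 h at 30 °C; higher score means more reporter readthrough which indicates perturbed polyadenylation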
GSK3B inh: blocks human GSK3beta kinase activity; P49841; GST-GSK3beta kinase, ADP-Glo luminescence, 60 min; stronger effect = lower value; activity score (negative = inhibition), % at 10 µM; 300,000 tested, 0.038% active; AID 2097;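 active = more than half of replicate wells score below -50%, meaning over 50% inhibition versus plate controls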;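 also: 0% = median DMSO wells and -100% = median GW8510 positive control wells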
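Test system: GST-tagged human GSK3beta kinase, cell-free; evaluation: activity score scaled between in-plate DMSO and GW8510 controls; measured by: ADP-Glo luminescence; incubation: 60 min reaction, RT; benchmarks: DMSO and 20 µM GW8510; reagent: peptide substrate plus 25 µM ATP (final); medium: Tris/MgCl2 kinase buffer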
KCNK3 inh: human KCNK3 channel inhibition, primary screen; O14649; CHO-KCNK3 thallium flux, FluxOR fluorescence; stronger effect = lower value; B-score at 10 µM; 340,000 tested, 0.84% active; AID 602410;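 active = B-score under library mean minus 4 SD, starting fluorescence ratio at most library mean plus 5 SD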;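 also: more negative B-score means stronger inhibition of thallium flux through KCNK3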
Target sequence (O14649 whole entry, looked up): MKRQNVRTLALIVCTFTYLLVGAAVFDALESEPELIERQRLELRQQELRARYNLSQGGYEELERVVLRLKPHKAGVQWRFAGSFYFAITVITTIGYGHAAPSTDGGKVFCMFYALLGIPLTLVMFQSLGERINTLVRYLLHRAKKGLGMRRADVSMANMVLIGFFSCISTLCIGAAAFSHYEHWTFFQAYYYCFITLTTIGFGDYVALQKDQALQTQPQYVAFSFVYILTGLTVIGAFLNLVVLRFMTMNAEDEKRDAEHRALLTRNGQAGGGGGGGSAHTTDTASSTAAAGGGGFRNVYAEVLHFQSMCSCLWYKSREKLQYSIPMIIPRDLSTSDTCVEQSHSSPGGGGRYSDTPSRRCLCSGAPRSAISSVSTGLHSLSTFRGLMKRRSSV
Numbers without * were called inactive; i = inactive; x = no result given. Only part of the results is shown, so the mix of outcomes need not match the whole.

Compound | RGS4 pot | KCNQ1 act | KCNK9 block | GSK3A inh | hERG rescue | RGS4 inh | KCNQ1 inh | DYRK1A inh | PolyA inh | GSK3B inh | KCNK3 inh
CCOC(=O)c1c(C)n(C)c2ccc(OC)c(NC(=O)CN3CCN(C4CCCCC4)CC3)c12 | i | i | i | 4 | -13 | i | i | 0 | i | 0 | i
O=C(Nc1ccc(F)c(Cl)c1)C1CCCN(c2cnccn2)C1 (stereo not drawn) | i | i | i | -3 | -9 | i | i | 2 | i | 1 | i
Cc1ccc(C(=O)N/C(=C/c2ccco2)C(=O)NCC2CCCO2)cc1 (stereo not drawn) | i | i | i | x | -7 | i | i | -1 | i | 1 | i
CC(C)(C)NC(=O)CN(C(=O)CCC(=O)Nc1nccs1)c1cccc(C(F)(F)F)c1 | i | i | i | -3 | -8 | i | i | -2 | i | 4 | i
C=CCn1c(C)cc(C(=O)CSc2nnc(-c3cccc(S(=O)(=O)N(CC)CC)c3)o2)c1C | i | i | i | -3 | -1 | i | i | -4 | i | 1 | i
O=S(=O)([N-]c1nc2ccccc2nc1-n1cc[n+](Cc2ccccc2)c1)c1ccc(Cl)cc1 | i | i | i | -2 | -6 | i | i | x | i | 2 | i
O=C1C2C(C(=O)N1CCc1ccccc1)C1C=CC2C12CC2 (stereo not drawn) | i | i | i | -37 | -9 | i | i | x | i | -1 | i
Cc1ccc(NC(=O)COC(=O)CCC(=O)c2cccs2)cc1S(=O)(=O)N1CCOCC1 | i | i | i | 2 | -11 | i | i | 3 | i | 2 | i
C(=N\Nc1nc(-c2ccccc2)cs1)/c1ccncc1 | i | i | i | -1 | -17 | i | i | 0 | i | -5 | i
Cc1[nH]c(=O)[nH]c(=O)c1S(=O)(=O)N1CCCC(C(=O)NCCc2ccccc2)C1 (stereo not drawn) | i | i | i | 5 | 0 | i | i | 4 | i | 4 | i
Cc1nc2ccccc2n1CCc1nc2c3ccccc3nc(SCC#N)n2n1 | i | i | i | -4 | -10 | i | i | x | i | 0 | x
CC(=O)c1ccc(OCCCC(=O)OCC(=O)N2CCN(c3ccccc3)CC2)cc1 | i | i | i | -1 | -1 | i | i | -4 | i | 0 | i
O=C(NCc1ccccn1)c1cc(-c2ccc(Cl)cc2)nc2ccccc12 | i | i | i | -1 | -11 | i | i | -1 | i | -6 | i
O=C(Nc1ccccc1O)C(c1ccccc1)c1ccccc1 | i | i | i | 0 | -25 | i | 6* | -3 | i | 4 | i
O=c1cc(N2CCc3ccccc3C2)[nH]c(=O)n1Cc1ccc(F)cc1 | i | i | i | -3 | -5 | i | i | -9 | i | 1 | i
CC(CNC(=O)Cn1ccc2cc(S(=O)(=O)N3CCCC3)ccc21)c1ccccc1 (stereo not drawn) | i | i | i | -1 | -8 | i | i | -2 | i | 0 | i
COc1cc(C2CC(=O)c3c(ccc4ccccc34)N2)ccc1O (stereo not drawn) | i | i | i | 0 | -6 | i | i | 1 | i | 1 | i
COc1ccc(/C=C2/C(=N)N3N=C(CC(=O)N4CCCC4)SC3=NC2=O)cc1OC | i | i | i | 1 | -5 | i | i | -5 | i | 10 | i
Cc1ccc(S(=O)(=O)N(C)C)cc1NC(=O)Cn1c(CN2CCOCC2)nc2ccccc2c1=O | i | i | i | 0 | -19 | i | i | -2 | i | 5 | i
Cc1nc(Cl)cc(N/N=C/c2ccc(O)cc2O)n1 | i | i | i | -2 | -4 | i | i | x | i | x | i

Whole records as entered above.
C=CCn1c(C)cc(C(=O)CSc2nnc(-c3cccc(S(=O)(=O)N(CC)CC)c3)o2)c1C as listed: RGS4 pot = i; KCNQ1 act = i; KCNK9 block = i; GSK3A inh = -3; hERG rescue = -1; RGS4 inh = i; KCNQ1 inh = i; DYRK1A inh = -4; PolyA inh = i; GSK3B inh = 1; KCNK3 inh = i
COc1cc(C2CC(=O)c3c(ccc4ccccc34)N2)ccc1O (stereo not drawn) as listed: RGS4 pot = i; KCNQ1 act = i; KCNK9 block = i; GSK3A inh = 0; hERG rescue = -6; RGS4 inh = i; KCNQ1 inh = i; DYRK1A inh = 1; PolyA inh = i; GSK3B inh = 1; KCNK3 inh = i
O=c1cc(N2CCc3ccccc3C2)[nH]c(=O)n1Cc1ccc(F)cc1 as listed: RGS4 pot = i; KCNQ1 act = i; KCNK9 block = i; GSK3A inh = -3; hERG rescue = -5; RGS4 inh = i; KCNQ1 inh = i; DYRK1A inh = -9; PolyA inh = i; GSK3B inh = 1; KCNK3 inh = i

The results go on:
Compound | RGS4 pot | KCNQ1 act | KCNK9 block | GSK3A inh | hERG rescue | RGS4 inh | KCNQ1 inh | DYRK1A inh | PolyA inh | GSK3B inh | KCNK3 inh
Cc1ccccc1N1C(=O)C2C3CCC(O3)C2C1=O (stereo not drawn) | i | i | i | -2 | -4 | i | i | 1 | i | 2 | i
Cn1nc(C(C)(C)C)c([N+](=O)[O-])c1C(=O)N1CCCCCC1 | i | i | i | 0 | -7 | i | i | -2 | i | -9 | i
Cc1ccc(OC(C)C(=O)Nc2ccncc2)cc1 (stereo not drawn) | i | i | i | -1 | -4 | i | i | 10 | i | 3 | i
O=C(C1=C(O)C(=O)N(CCCN2CCOCC2)C1c1ccc(Cl)cc1)c1cc2ccccc2o1 (stereo not drawn) | i | i | i | -1 | -6 | i | i | x | i | 4 | x
N#CC1=C(S)N(c2ccccc2)C(c2ccc(-c3cccc(Cl)c3)o2)NC1=O (stereo not drawn) | i | i | i | 10 | -13 | i | i | -24 | i | -8 | i
CSc1nc2c(c(=O)n1Cc1ccccc1)SC(C)C2 (stereo not drawn) | i | i | i | 1 | 2 | i | i | x | i | -3 | i
C=CCNC(=O)CN1CCN(Cc2ccc3c(c2)OCO3)CC1 | i | i | i | -1 | -10 | i | i | -8 | i | 3 | i
CC1(C(=O)CSc2nc3ccccc3s2)CCC(=O)O1 (stereo not drawn) | i | i | i | -1 | -7 | i | i | 8 | i | 9 | i
Cc1cc(C)c(NC(=O)CN(c2ccccc2)S(=O)(=O)N(C)C)c(C)c1 | i | i | i | 1 | -10 | i | i | 3 | i | 0 | i
CC(=O)c1c(N)nc2n(c1=O)CCCCC2 | i | i | i | -1 | -5 | i | i | 3 | i | 1 | i
Nc1c(C(=O)N/N=C/c2ccc([N+](=O)[O-])cc2)cnn1-c1ccccc1 | i | i | i | 2 | -1 | i | i | x | i | -21 | i
Cc1ccc2c(c1)[C@H]1OCC[C@H]1[C@@H](c1ccncc1)N2 | i | i | i | 2 | -6 | i | i | 6 | i | -24 | i
Cc1ccc2oc(C(=O)NCC(c3ccco3)N(C)C)c(C)c2c1 (stereo not drawn) | i | i | i | -1 | -9 | i | i | 2 | i | -4 | i
CCOC(=O)C(NCc1ccccc1OC)(NC(=O)c1ccccc1)C(F)(F)F (stereo not drawn) | i | i | i | -1 | -9 | i | i | 5 | i | x | i
O=C(OCn1ncc(Br)c(Br)c1=O)c1c(F)cccc1F | i | i | i | 0 | -13 | 5.4* | i | x | i | -1 | x
O=C(NNc1cccc(Cl)c1)c1cccnc1Cl | i | i | i | -4 | -6 | i | i | 1 | i | 3 | i
C#CCN1C(=O)C2(OCCO2)c2ccccc21 | i | i | i | 0 | -3 | i | i | -7 | i | 1 | i
CC1CCN(C(=O)CCc2ccc(S(=O)(=O)NC(C)(C)C)cc2)CC1 | i | i | i | -5 | -8 | i | i | 1 | i | 6 | i
Cc1cc(NS(=O)(=O)c2ccc(NC(=O)c3ccc(Cl)cc3[N+](=O)[O-])cc2)no1 | i | i | i | 0 | -8 | i | i | 2 | i | 2 | i
COc1ccc(C)cc1NC(=O)c1cccc(-c2ccc(OC(C)=O)cc2)c1 | i | i | -8.1* | 1 | -6 | i | i | 1 | i | -4 | i
CCOC(=O)c1cccc(P(C)(C)=O)c1 | i | i | i | -3 | -9 | i | i | 0 | i | -1 | i
COc1cc(-c2nc3cnccc3n2C)cc(OC)c1OC | i | i | i | 6 | -6 | i | i | -5 | i | 4 | i
O=C(N/N=C/c1ccccc1)c1[nH]ncc1Br | i | i | i | 3 | -8 | i | i | 6 | i | -5 | i
CCOc1cc(/C=C2\SC(=N)N(c3nonc3N)C2=O)ccc1OCCN1CCOCC1 | i | i | i | 5 | -7 | i | i | 10 | i | -3 | i
COc1ccc(/C=C(\NC(=O)c2ccccc2)C(=O)N2CCCCC2)cc1OC | i | i | i | x | 0 | i | i | -7 | i | -2 | i
O=C(CCCc1c[nH]c2ccccc12)NCc1cccs1 | i | i | i | 0 | -5 | i | i | x | i | -3 | i
COCCCN(CCNC(=O)c1ccc(NC2=NC3CS(=O)(=O)CC3S2)cc1)Cc1ccco1 (stereo not drawn) | i | i | i | 1 | -7 | i | i | -1 | i | -3 | i
Cc1occc1C(=O)Nc1cccnc1 | i | i | i | -1 | -1 | i | i | 7 | i | -2 | i
O=C(COc1ccc([N+](=O)[O-])cc1)N(C1CCCCC1)C1CCS(=O)(=O)C1 (stereo not drawn) | i | i | i | -2 | -15 | i | i | 5 | i | -2 | i
Cc1onc(C(=O)Nc2cccc(C(F)(F)F)c2)c1[N+](=O)[O-] | i | i | i | x | -8 | i | i | x | i | 2 | i
O=C(Nc1ccccc1)c1cccc(N2C(=O)C3C4C=CC(C5CC45)C3C2=O)c1 (stereo not drawn) | i | i | i | 1 | -10 | i | i | 0 | i | 10 | i
Cc1ccccc1Cn1c2ccccc2c2cnn(CC(=O)NCCCN3CCN(C)CC3)c(=O)c21 | i | i | i | 1 | -6 | i | i | 2 | i | -2 | i
Cc1ccccc1NC(c1cccc(Cl)c1)c1nnnn1C1CCCCC1 (stereo not drawn) | i | i | i | -2 | -1 | i | i | -5 | i | -3 | i
C=CCNC(=O)c1ccc(NC(=O)C2=CSCCO2)cc1 | i | i | i | 2 | -7 | i | i | 2 | i | -1 | i
CCOc1ccc(NC(=O)CNC(=O)c2ccc([N+](=O)[O-])cc2)cc1 | i | i | i | -2 | -3 | i | i | x | i | 1 | i
CCC(=O)N(C)/C=C1\Sc2ccccc2C1=O | i | i | i | 0 | -6 | i | i | 5 | i | -1 | i
CC(=O)NC1(C(F)(F)F)NC(=O)N(CCc2ccccc2)C1=O (stereo not drawn) | i | i | i | -1 | -5 | i | i | -1 | i | -1 | i
O=C(CCCN1C(=O)/C(=C\c2ccccc2)SC1=S)Nc1ccc(C(=O)O)cc1 | i | i | i | -1 | -4 | i | i | -1 | i | -3 | i
